# Compound activity from PubChem.
# ELG1 genotoxic: inducers of genotoxicity in HEK293T ELG1-luciferase cells. HEK293T ELG1-luciferase reporter, luminescence, 16 h. Potency, µM (series often up to 46 µM), for inactives: top-dose activity change, positive = activation, hits mostly activators. hit rate 1.3% among 330,000. AID 504466; note: potency is the fitted concentration of half-maximal effect; % of control where 0% means no effect; nearly all actives have a fitted effect of over 60% in size
#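 HEK293T cells expressing luciferase-tagged ELG1 were exposed to compound or DMSO vehicle for 16 hr at 37 °C and 5% CO2. Luciferase activity was then measured with ONE-Glo after 30 min at room temperature.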
# FLuc counter: firefly luciferase modulation, counter-screen for miR-21 project | hit rate 6.9% among 360,000 | P08659 | Potency, µM (highest dose often 57.5 µM), inactives show top-dose activity change, negative = inhibition, hits mostly inhibitors | AID 588342 | purified FLuc, Km substrates, luminescence inhibition;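 note: potency is the fitted concentration of half-maximal effect; plate controls were vehicle for no effect and reference inhibitor for full effect; nearly all actives have a fitted effect of over 55% in size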
# Target sequence (P08659 whole entry, looked up): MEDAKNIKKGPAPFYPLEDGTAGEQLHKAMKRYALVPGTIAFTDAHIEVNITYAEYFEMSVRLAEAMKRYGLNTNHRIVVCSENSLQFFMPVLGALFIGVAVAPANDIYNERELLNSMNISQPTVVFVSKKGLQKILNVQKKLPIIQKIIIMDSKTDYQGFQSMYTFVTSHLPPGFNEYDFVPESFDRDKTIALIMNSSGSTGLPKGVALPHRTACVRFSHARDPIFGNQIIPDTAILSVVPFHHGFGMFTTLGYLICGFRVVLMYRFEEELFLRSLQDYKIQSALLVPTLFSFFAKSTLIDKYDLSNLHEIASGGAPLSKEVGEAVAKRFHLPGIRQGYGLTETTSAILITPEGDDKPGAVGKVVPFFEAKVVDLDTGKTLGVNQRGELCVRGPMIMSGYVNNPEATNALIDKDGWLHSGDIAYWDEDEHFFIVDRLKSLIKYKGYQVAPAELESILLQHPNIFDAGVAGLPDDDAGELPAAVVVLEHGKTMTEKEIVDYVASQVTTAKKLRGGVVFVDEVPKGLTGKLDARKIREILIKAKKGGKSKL
#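 Purified P. pyralis luciferase (10nM final) with 10uM D-luciferin and 10uM ATP (Km levels) in 50mM Tris acetate pH 7.5, 10mM Mg acetate, 0.01% Tween-20, 0.05% BSA; qHTS 6-point titration, ~60 µM downward; luminescence read.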
# Tb PFK block: T. brucei PFK enzyme inhibition. hit rate 0.17% among 330,000. AID 485367. Potency, µM (series often up to 57.5 µM), inactives show top-dose activity, negative = inhibition, hits mostly inhibitors. T. brucei PFK, ADP-Glo luminescence;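 note: potency is the fitted concentration of half-maximal effect; 0% = uninhibited 1x PFK enzyme wells and -100% = no-enzyme wells; nearly all actives have a fitted effect of over 60% in size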
# Target sequence (O15648 whole entry, looked up): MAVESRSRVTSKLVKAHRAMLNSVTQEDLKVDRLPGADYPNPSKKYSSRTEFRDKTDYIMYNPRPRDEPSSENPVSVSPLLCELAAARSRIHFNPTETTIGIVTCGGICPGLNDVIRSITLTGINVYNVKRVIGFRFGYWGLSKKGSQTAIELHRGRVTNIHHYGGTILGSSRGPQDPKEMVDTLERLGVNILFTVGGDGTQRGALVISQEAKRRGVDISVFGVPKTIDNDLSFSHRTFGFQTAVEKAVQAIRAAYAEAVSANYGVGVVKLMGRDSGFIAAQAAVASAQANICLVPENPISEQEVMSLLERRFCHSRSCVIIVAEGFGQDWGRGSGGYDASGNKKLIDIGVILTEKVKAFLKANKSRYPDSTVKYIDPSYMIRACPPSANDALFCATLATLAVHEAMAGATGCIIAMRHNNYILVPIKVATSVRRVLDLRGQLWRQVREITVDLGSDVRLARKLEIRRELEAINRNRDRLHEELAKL
#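 Luminescent ADP detection (ADP-Glo, two-step: ATP depletion then ADP-to-ATP conversion for luciferase) reported PFK activity after 45 min room-temperature reaction of 1.25 nM enzyme with 0.5 mM F6P and 0.1 mM ATP at pH 8.0.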
# TRPV1 agonist: agonists of human vanilloid receptor 1 (TRPV1) | hit rate 0.19% among 320,000 | TRPV1-expressing cells, Fluo-8 calcium influx, agonist mode | activation, % at 8.33 µM | AID 540275; in the data active = activation above about 80%; inconclusive = between about 30% and that limit; note: 0% is about no effect
#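 TRPV1-expressing cells were cultured overnight at 35.5C and loaded with Fluo-8 calcium dye for 40 to 90 min at room temperature. After a 10 s baseline, compound was added and calcium influx was read kinetically for 3 min (ex 480/em 520 nm).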
# NPC1 promoter act: activators of NPC1 promoter; Huh7 NPC1 promoter luciferase reporter, 24 h; Potency, µM (titrated, usually from 9.22 µM), inactives show at the highest dose activation, usual class: activators; hit rate 2.4% among 320,000;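 note: potency is the fitted concentration of half-maximal effect; % of control where 0% means no effect; nearly all actives have a fitted effect of over 60% in size; reporter is driven by a mutant NPC1 promoter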
#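 Compounds in DMSO were transferred onto Huh7 NPC1-luciferase reporter cells pre-incubated 2 h; after 24 h at 37 °C, Amplite reagent was dispensed and luminescence recorded 10 min later.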
# RORg inh: inhibitors of mouse ROR gamma transcriptional activity; Potency, µM (highest dose often 53.6 µM), without a hit: at the top dose activity change, negative = inhibition, actives largely listed as inhibitors; hit rate 5.4% among 310,000; P51450; Drosophila S2 Gal4-RORgamma UAS-luciferase reporter, 20 h; note: potency is the fitted concentration of half-maximal effect; % is set by controls: 0 for no effect and ±100 for the full control effect; nearly all actives have a fitted effect of over 60% in size
#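 Drosophila Schneider cells stably carrying a metallothionein-driven Gal4 DBD–ROR gamma fusion and a UAS-Photinus luciferase reporter were exposed to compound for 1 hr, then induced with copper sulfate (700 uM final) for 20 hr at ambient temperature before luminescence reading.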
# ELG1 repair inh: blocks ELG1-dependent DNA repair in HEK293T cells; HEK293T ELG1-luciferase reporter, luminescence, 16 h; DNA damage induced by 5-fluorouridine; Potency, µM (top dose mostly 46.1 µM), for inactives: at the highest dose activity change, negative = inhibition, hits mostly inhibitors; hit rate 2.3% among 330,000; note: potency is the fitted concentration of half-maximal effect; % is set by controls: 0 for no effect and ±100 for the full control effect; nearly all actives have a fitted effect of over 55% in size
#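 HEK293T cells expressing luciferase-tagged ELG1 (2,000/well) received 5-Fluorouridine plus compound or DMSO for 16 hr at 37 °C. Luciferase was read by ONE-Glo luminescence after 30 min at room temperature.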
# p53 reactivation: re-activators of mutant p53; Potency, µM (titrated, usually from 92.2 µM), without a hit: at the top dose activity change, positive = activation, hits mostly activators; H1299 p53-A138V BP100-luciferase reporter, luminescence, 24 h; AID 504706; hit rate 0.063% among 320,000; note: potency is the fitted concentration of half-maximal effect; % of control where 0% means no effect; nearly all actives have a fitted effect of over 45% in size
#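 H1299 (p53-null), stable ts p53-A138V + BP100-Luc; 1000 cells/well, Opti-MEM/10% FBS; cpd 4 pt, 1:5; 24 h, 37 deg C, 5% CO2; detection reagent 10 min RT; luminescence.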
# Rab9 prom act: Rab9 promoter activation; hit rate 2.8% among 320,000; Huh7 Rab9 promoter-luciferase reporter, luminescence, 24 h; Potency, µM (titrated, usually from 9.22 µM), inactives show at the top dose activation, negative = inhibition, actives largely listed as activators; AID 485297; note: potency is the fitted concentration of half-maximal effect; % of control where 0% means no effect; nearly all actives have a fitted effect of over 60% in size
#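 Cells were plated at 1500 per well in reduced-serum medium with 10% FBS and left 2 h. Compound in DMSO was then added for 24 h at 37 °C. Reporter signal was read by luminescence after 10 min with luciferase detection reagent.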
# BRCA1 expr act: BRCA1 expression activation. MCF7-BRCA1-FFLuc reporter, luminescence, 48 h; response scale: scaled: vehicle 0%, 10 µM genistein 100%. Potency, µM (titrated, usually from 46.1 µM), without a hit: at the highest dose activation, most hits filed as activators. hit rate 1.1% among 380,000. AID 624202; note: potency is the fitted concentration of half-maximal effect; nearly all actives have a fitted effect of over 80% in size; some results filed as inactive show a strong effect at the top dose
#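 MCF7-BRCA1-FFLuc, 2000 cells/well; 2 h attach, 37 °C/5% CO2; compound 48 h; luciferase substrate 15 min; luminescence end-point. Norm. to genistein 10 microM max activation and DMSO; concentration-response curves fitted.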
# Gal4-VP16 FLuc: counter-screen for ROR gamma inhibitors: Gal4-VP16 reporter; hit rate 3.5% among 310,000; Potency, µM (doses to about 53.6 µM), without a hit: at the highest dose activity, negative = inhibition, hits mostly inhibitors; AID 2546; Drosophila S2 Gal4-VP16 UAS-luciferase, luminescence, 20 h;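 note: Gal4-VP16 expression switched on by copper sulfate through the metallothionein promoter; potency is the fitted concentration of half-maximal effect; % is set by controls: 0 for no effect and ±100 for the full control effect; nearly all actives have a fitted effect of over 50% in size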
# * = called active by the depositor; ? = inconclusive; · = not tested or not shown; [ ] = another dose, or the depositor's remark. Unless noted, calls come from the whole dose curve; as a rule, active = well fitted curve in the direction sought with a large enough effect; inconclusive = small, poorly fitted or top-dose-only effect, or another doubt; inactive = no such curve, though single readings can be large; an effect the other way counts as inactive or inconclusive.
# The first three entries as a preview:
SMILES,ELG1 genotoxic,FLuc counter,Tb PFK block,TRPV1 agonist,NPC1 promoter act,RORg inh,ELG1 repair inh,p53 reactivation,Rab9 prom act,BRCA1 expr act,Gal4-VP16 FLuc
O=C(NC1CCCc2ccccc21)c1ccccc1OC(F)F (centres undefined),-1.4%,0.6%,0.3%,?,-4.8%,-11.0%,5.9%,-4.3%,0.2%,-6.9%,2.5%
CCOc1ccc(Cn2c(SCCCCC#N)nc3c2c(=O)n(C)c(=O)n3C)cc1OCC,-0.5%,3.7%,1.8%,5.0,2.0%,-6.4%,?,-21.0%,6.2%,-16.1%,0.5%
Cc1ccc(S(=O)(=O)N[C@H](C(=O)N2CCC(C(=O)NCC(=O)O)CC2)C(C)C)cc1,0.9%,-1.2%,1.4%,-3.6,1.0%,7.2%,15.6%,-3.0%,-1.1%,0.7%,-13.6%

# The listing, repeating the preview:
SMILES,ELG1 genotoxic,FLuc counter,Tb PFK block,TRPV1 agonist,NPC1 promoter act,RORg inh,ELG1 repair inh,p53 reactivation,Rab9 prom act,BRCA1 expr act,Gal4-VP16 FLuc
O=C(NC1CCCc2ccccc21)c1ccccc1OC(F)F (centres undefined),-1.4%,0.6%,0.3%,?,-4.8%,-11.0%,5.9%,-4.3%,0.2%,-6.9%,2.5%
CCOc1ccc(Cn2c(SCCCCC#N)nc3c2c(=O)n(C)c(=O)n3C)cc1OCC,-0.5%,3.7%,1.8%,5.0,2.0%,-6.4%,?,-21.0%,6.2%,-16.1%,0.5%
Cc1ccc(S(=O)(=O)N[C@H](C(=O)N2CCC(C(=O)NCC(=O)O)CC2)C(C)C)cc1,0.9%,-1.2%,1.4%,-3.6,1.0%,7.2%,15.6%,-3.0%,-1.1%,0.7%,-13.6%
Cc1ccc2c(c1)N(CCC(=O)NC(C)C)C(=O)CO2,-1.4%,1.3%,-3.0%,5.6,-0.5%,0.7%,-1.4%,1.3%,-1.8%,-0.3%,5.7%
CCN(CC)S(=O)(=O)C1CCS(=O)(=O)C1 (centres undefined),2.0%,4.1%,-1.6%,-1.9,0.3%,17.1%,18.9%,13.1%,-2.9%,-26.9%,2.7%
Cn1cnnc1Sc1cc(N2CCN(S(=O)(=O)c3ccccc3)CC2)ccc1[N+](=O)[O-],2.9%,4.4%,1.6%,-0.3,2.1%,43.1%,-1.5%,2.9%,1.0%,-24.9%,?
COc1ccc(N(CC(=O)N2CCN(C)CC2)S(C)(=O)=O)cc1OC,-2.0%,3.2%,-6.3%,-0.2,-5.9%,-30.2%,0.0%,-0.9%,2.9%,-3.7%,-7.0%[0.365 µM]
O=C(N/N=C/c1ccccn1)c1cc(-c2ccc(Cl)cc2)nc2ccccc12,17.3%,6.75µM*,7.2%,2.4,-0.4%,0.398µM*,?,?,-3.9%,-76.0%,0.708µM*
CNC(=O)c1cc2cc(Br)ccc2s1,1.2%,-15.0%,0.7%,-5.2,-1.3%,17.3%,5.3%,-2.4%,12.0%,13.0%,-1.6%
CCc1nc2ccccc2n1CC(=O)N1CCN(S(=O)(=O)c2cccc(C(F)(F)F)c2)CC1,-1.3%,-0.3%,-8.9%,9.4,-2.3%,?,?,-4.6%,6.1%,-0.8%[1.84 µM],-3.5%
Oc1ccccc1C1N=C(c2ccccc2)NC(c2ccccc2)=N1,0.7%,6.3%,-4.0%,?,3.9%,-23.8%,?,-3.3%,-0.9%,3.9%,-20.6%
CC12CN3CCN(CC(C3)C1(O)CN1CCOCC1)C2 (centres undefined),-4.3%,1.0%,-2.7%,-0.9,-0.9%,-2.8%,-3.2%,1.9%,0.0%,-15.7%,-13.6%
COc1ccc([N+](=O)[O-])cc1NC(=O)CSc1nccc(C)n1,-0.7%,3.7%,-1.7%,1.0,14.1%,-7.2%,-14.9%,-8.9%,2.1%,-56.4%,-4.7%
O=C(NCCc1c[nH]c2ccccc12)c1ccc(Cl)cc1,?,10.7µM*,3.0%,?,1.78µM*,-23.3%,?,-18.0%,2.82µM*,3.55µM*,4.0%
CN1CCN(C(=S)c2cn(CCOc3ccccc3)c3ccccc23)CC1,2.7%,?,0.1%,15.2,0.5%,11.2µM*,-2.4%,1.0%,-4.4%,26.2%,?
Cc1ccc(C(=O)OCC(=O)NNC(=O)c2cccs2)c(O)c1,9.7%,6.3%,0.0%,-0.6,0.9%,·,15.0%,18.1%,-1.6%,4.7%,·
C/C=C/c1ccc(Oc2nnnn2-c2ccc(C(=O)O)cc2)c(OC)c1,0.2%,3.5%[2.3 µM],-4.1%,1.8,-0.5%,12.4%,0.0%,1.0%,-3.1%,-20.7%,14.3%
C=CCOc1nc2c(c(=O)n(C)c(=O)n2C)n1Cc1c(Cl)cccc1Cl,-10.8%,0.1%,1.1%,1.7,-3.6%,43.1%,?,-4.9%,0.2%,-19.2%,-13.5%
c1ccc(-c2nnc3ccc(N4CCCC4)nn23)cc1,-22.7%,1.5%,-9.9%,7.9,-1.5%,-34.1%,22.3%,-1.6%,-0.6%,-3.9%,-17.6%
COC(CNC(=O)CCCn1nnnc1CN1CCOCC1)c1cccs1 (centres undefined),-0.6%,1.6%,0.0%,1.7,1.8%,-22.3%,22.7%,8.8%,4.2%,3.7%,-7.8%
CCN1CCCC1CNC(=O)c1ccc2c(c1)NC(=O)/C(=C\c1ccc(C)cc1)S2 (centres undefined),?,21.3µM*,-0.3%,-4.3,-0.1%,?,15.4%,?,-2.2%,-34.1%,-12.5%
O=C(OCN1C(=O)C(=O)c2ccccc21)c1ccc(Cl)cc1,2.3%,-1.9%,-1.0%,5.2,1.0%,11.7%,14.0%,?,1.3%,-6.7%,5.6%
Cc1ccc(S(=O)(=O)NC(=NC(Cc2ccccc2)C(=O)O)c2ccccc2)cc1 (centres undefined),-0.2%,-0.1%,4.0%,-1.0,-3.6%,-6.1%,0.7%,-1.4%,0.2%,-4.0%,-6.8%
COCCC1CCCCN1C(=O)c1cc(COc2ccc(-n3cncn3)cc2)on1 (centres undefined),-6.1%,0.3%,0.1%,6.8,-21.9%,0.1%,?,-28.1%,-31.5%[inhibitor],-38.7%,8.91µM*
COc1ccc(C2=NS(=O)(=O)N(C)C(C(=O)NCc3ccccn3)=C2)cc1OC,-0.4%,-18.6%,2.0%,0.3,-4.6%,-19.1%,2.4%,14.2%,-5.1%,0.0%,-3.0%
CCc1noc(C)c1C(=O)N1CCCC(C(=O)c2cc(F)ccc2OC)C1 (centres undefined),-0.7%,3.8%,-2.3%,1.6,-0.2%,-2.2%,-7.7%,-5.0%,-14.3%,0.1%,?
CN(CCCC(=O)Nc1ccc(OC(F)F)cc1)S(=O)(=O)c1ccc(F)cc1,-13.7%,5.3%,-0.5%,-1.4,-4.8%,-0.2%,-0.7%,-5.0%,-1.3%,-17.6%,3.8%
C[C@H]1CN=C(Nc2ccccc2)N1CCC1CCCC1,-1.3%,1.3%,2.9%,-1.1,0.6%,-25.0%,-17.3%,2.6%,-6.8%,0.0%,5.5%
CC1(C)CC(Nc2ccc(Nc3ccccc3)cc2)CC(C)(C)N1,2.8%,-2.4%,-13.9%,2.8,-7.5%,?,-22.2%,-17.2%,0.5%,-60.6%,?
Cn1c(CN2CCOCC2)nnc1SCC(=O)Nc1cc(Cl)ccc1Cl,-1.3%,2.8%,-11.6%,1.8,7.2%,13.4%,14.4%,-7.3%,14.3%,-14.2%,-8.7%
CCOC(=O)c1ccc(Oc2nc(N(C)C)nc(N(C)C)n2)cc1,-5.4%,6.3%,5.5%,8.0,-3.8%,2.9%,-11.4%,-3.0%,1.4%,-17.4%,0.5%
C=CCN(C(=O)CNC(=O)c1ccco1)C(C(=O)NC1CCCC1)c1cccs1 (centres undefined),-2.4%,-23.2%,-0.7%,-2.2,-2.0%,16.4%,5.9%,-0.1%,-8.1%,-12.2%,-2.0%
COc1cc(/C=N\n2nnnc2N)ccc1OCc1ccc(F)cc1,6.6%,-1.9%,1.3%,-1.4,1.3%,-4.2%,?,7.9%,-0.3%,19.8%,?
CCCc1nc2ccc(NC(=O)NCCC(=O)OCC)cc2c(=O)n1Cc1cccc(Cl)c1,-0.7%,-0.8%,0.8%,1.4,0.6%,18.3%,?,-2.7%,-0.9%,-49.1%,-1.5%
